Assay outcomes deposited in PubChem by National Center for Advancing Translational Sciences (NCATS).
Sm TGR inh: qHTS Assay for the Inhibitors of Schistosoma Mansoni Peroxiredoxins; AID 485364, 2010; Schistosoma mansoni thioredoxin glutathione reductase (TGR), Q962Y6; actives 3% (n = 360,000); purified TGR, DTNB reduction, TNB absorbance 405 nm; Potency, µM (highest dose often 114 µM), for inactives: top-dose activity change, negative = inhibition, hits mostly inhibitors; also: nearly all actives have a fitted effect of over 60% in size
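TGR 20 nM + NADPH 100 uM (dispensed conc.), cpd preinc 15 min RT; start with NADPH (500 uM addition) then DTNB (15 mM addition). Kinetic TNB absorbance, 405 nm filter. Four-parameter Hill fit across titration.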
HCV inhibitor: qHTS Assay for Inhibitors of Hepatitis C Virus (HCV); Huh7.5.1 HCVcc-Cre infection, luciferase reporter, 44 h; Potency, µM (titrated, usually from 41.8 µM), without a hit: top-dose activity change, negative = inhibition, most hits filed as inhibitors; actives 3.4% (n = 340,000); AID 651820, 2012
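Reporter virus HCVcc-Cre (~0.5 moi) infects cells exposed to compound; seeding density 1,000 cells/well with 4 h settling beforehand. Luminescence, 15 sec read, taken 44 h post-infection following a 15 min RT substrate incubation.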
TbPYK inhibitor: qHTS of Trypanosoma Brucei Inhibitors | TbPYK enzyme, Kinase-Glo Plus ATP luminescence, 45 min | pyruvate kinase (Trypanosoma brucei), Q57TT1 | Potency, µM (doses to about 76.8 µM), for the others: top-dose activity, negative = inhibition, hits mostly inhibitors | actives 0.12% (n = 410,000); also: nearly all actives have a fitted effect of over 50% in size
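Screened from lowest to highest concentration, compounds were pinned into TbPYK/substrate mixtures, and ADP (130 uM final) was added. Plates sat at room temperature for 45 min prior to Kinase-Glo Plus detection by luminescence.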
Pf growth 96h: Primary qHTS for delayed death inhibitors of the malarial parasite plastid, 96 hour incubation; actives 6.9% (n = 320,000); P. falciparum luciferase reporter growth, 96 h; Potency, µM (highest dose often 28.7 µM), inactives show at the top dose activity change, negative = inhibition, usual class: inhibitors
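Readout is luminescence from an integrated firefly luciferase in P. falciparum. Red cells, 2% hematocrit and 0.05% parasitemia final, were cultured with compound through two parasite generations (96 hours) at 37 C, 5% CO2.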
Pf growth 48h: Primary qHTS for delayed death inhibitors of the malarial parasite plastid, 48 hour incubation; P. falciparum luciferase growth in erythrocytes, 48 h; Potency, µM (highest dose often 28.7 µM), for inactives: at the top dose activity change, negative = inhibition, usual class: inhibitors; actives 5.9% (n = 310,000); AID 504832, 2011
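Read-out is firefly luciferase luminescence from an integrated reporter in P. falciparum, so falling signal marks reduced parasite growth. Infected erythrocytes were at 2% hematocrit and 0.1% parasitemia (final) in Albumax-supplemented RPMI 1640.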
LmPK inhibitor: qHTS Assay for Inhibitors of Leishmania Mexicana Pyruvate Kinase (LmPK). Q27686. purified LmPK, Kinase-Glo ATP luminescence, 1 h. Potency, µM (highest dose often 57.5 µM), for inactives: at the top dose activity change, negative = inhibition, actives largely listed as inhibitors. actives 0.37% (n = 290,000). AID 1721, 2009
Target sequence (Q27686 whole entry, looked up): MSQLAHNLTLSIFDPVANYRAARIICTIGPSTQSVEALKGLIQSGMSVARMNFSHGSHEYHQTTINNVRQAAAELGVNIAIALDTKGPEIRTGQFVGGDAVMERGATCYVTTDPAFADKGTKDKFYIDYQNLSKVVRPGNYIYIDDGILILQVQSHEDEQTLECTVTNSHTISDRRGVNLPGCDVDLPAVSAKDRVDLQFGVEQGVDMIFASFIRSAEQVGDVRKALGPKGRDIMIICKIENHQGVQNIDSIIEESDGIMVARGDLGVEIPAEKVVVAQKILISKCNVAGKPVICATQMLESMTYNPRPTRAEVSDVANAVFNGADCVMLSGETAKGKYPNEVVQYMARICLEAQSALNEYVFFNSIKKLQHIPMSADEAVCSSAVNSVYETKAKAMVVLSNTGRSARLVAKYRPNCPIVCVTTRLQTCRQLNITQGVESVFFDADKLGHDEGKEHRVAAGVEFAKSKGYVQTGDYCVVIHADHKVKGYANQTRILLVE
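qHTS format; LmPK 0.1 nM; substrates PEP 0.5 mM and ADP 0.1 mM. One-hour room-temperature incubation, then coupled luciferase luminescence; 0.5 nM enzyme wells mark activation.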
* = called active by the depositor; ? = inconclusive; nt = not tested or not shown; & = joins results of further samples; ! = a repeat was not active; [ ] = another dose, or the depositor's remark. Calls follow the shape of the dose curve; as a rule, active = well fitted curve in the direction sought with a large enough effect; inconclusive = small, poorly fitted or top-dose-only effect, or another doubt; inactive = no such curve, though single readings can be large; an effect the other way counts as inactive or inconclusive. % is scaled to controls: 0 for no effect and ±100 for the full control effect; potency is read from the fitted curve at half-maximal effect.

Fields – Sm TGR inh	HCV inhibitor	TbPYK inhibitor	Pf growth 96h	Pf growth 48h	LmPK inhibitor
> O=C(CCC(=O)N(CC(=O)NC1CCCC1)c1cccc(F)c1)Nc1nccs1
  11.6%	-12.0%	5.7%	179.3%[activator]	0.0%	-3.1%
> CCOC(=O)c1c(NC(=O)CN2CCCCC2)sc2c1CCN(C(=O)OCC)C2
  -2.1%	10µM*	-16.2%	5.22µM*	10.4µM*	-2.9%
> CC(C)CN1CCN(Cc2cn(C)c3ccccc23)CC1CCO (configuration not stated)
  89.1µM*	-6.8%	1.1%	?	-7.1%	2.1%
> O=C(Nc1cccc(NC(=O)C2CCCO2)c1)c1ccco1 (configuration not stated)
  nt	-15.4%	4.7%	41.3%[activator]	40.2%[activator]	3.6%
> O=C(CSCC(=O)Nc1cccc([N+](=O)[O-])c1)Nc1ccccc1
  0.6%	11.5%	6.1%	-2.1%	17.2%	1.4%
> CC(C)Oc1ccc(/C=N/NC(=O)c2nnn(-c3nonc3N)c2CN(C)C2CCCCC2)cc1
  1.0%	-14.5%	0.9%	38.5%[activator]	32.5%[activator]	6.5%
> Cc1nc(C(=O)Nc2cc(Cl)ccc2Cl)nn1-c1cc(OC(C)C)c(Cl)cc1Cl
  13.7%	1.4%	-0.2%	0.0%	?	0.6%
> COc1cc(Cl)ccc1OCc1cc(C(=O)N(C)CCc2c(C)n[nH]c2C)no1
  -3.3%	?	3.2%	?	-19.3%	1.9%
> COc1ccc(N(CCC(=O)O)S(=O)(=O)c2ccc(C)cc2C)cc1
  8.3%	15.3%	-1.2%	11.0%	0.0%	1.2%
> Cc1cccc(NC(=O)CCn2cnnn2)c1
  89.1µM*!	16.7%	0.5%&-4.2%	-21.6%	6.6%	5.9%
> COc1ccc(S(=O)(=O)Nc2c(C)cc(C)cc2C)c2cccnc12
  2.5%	14.3%	0.7%	-19.0%	22.5%	-5.8%
> Cc1cc(C)n2nc(SC(C)C(=O)NCc3ccco3)nc2n1 (configuration not stated)
  ?	7.6%	-7.3%	?	8.0%	-5.2%
> Cc1[nH]nc(-c2ccc(OCc3cnn(-c4ccccc4)c3)cc2O)c1Oc1ccc(Cl)cc1
  3.8%	?	-2.1%	13.1µM*	5.22µM*	3.3%
> CN(C)CCNC(=O)Cn1c(=O)c2cccn2c2ccc(F)cc21
  -8.1%&24.0%	-19.7%	-0.2%&-0.1%	?	15.2%	-2.8%
> O=C(CSc1nnc(-c2cccs2)n1Cc1ccco1)Nc1ccc2c(c1)OCO2
  -8.5%	-17.9%	-3.7%	nt	?	4.5%
> O=C(N[C@@H](Cc1c[nH]c2ccccc12)C(=O)NC1CC1)c1ccccc1Cl
  -0.8%	11.9%	2.7%	-14.6%	23.5%	-5.9%
> Cc1c(Cl)c(C(=O)NNC(=S)NCc2ccco2)nn1C
  31.3%	20.1%	-10.3%	44.1%[activator]	25.2%	-1.8%
> Cc1c(Cl)cnn1CC(=O)NC1C(=O)N2C(C(=O)O)=C(CSc3nnnn3C)CSC12 (configuration not stated)
  15.8µM*	14.2%	-14.1%	?	13.9%	4.2%
> C/C(=N\NC(=O)c1cc(C(C)C)[nH]n1)c1ccncc1
  -0.2%	2.9%	-4.9%	-0.6%	93.2%[activator]	4.2%
> O=C1CN(C(=O)c2ccc(Br)o2)C(c2ccccc2)c2cc(Br)ccc2N1 (configuration not stated)
  -5.4%	?	-8.5%	5.86µM*	nt	-6.5%
> COc1ccc(C(=O)N2CCN(CC(=O)N3CCOCC3)CC2)cc1
  -15.6%	-56.4%	-11.6%&-0.3%	4.65µM*!	18.0%&-12.4%	-12.1%
> O=C(NC(=S)NCCN1CCOCC1)c1ccccc1
  5.9%	1.9%	1.7%	?	10.3%	6.3%
> CC1N(C)c2cccc3cccc(c23)N1C
  ?	10.9%	-11.0%	?	8.1%	2.4%
> CCCCn1c(N)c(N(CCOC)C(=O)c2ccc(C)c(S(=O)(=O)N3CCCCC3)c2)c(=O)[nH]c1=O
  2.0%	?	2.3%	-8.5%	47.8%[activator]	nt
> Cc1cc(NC(=O)Nc2cc(Cl)ccc2C)no1
  12.3%	?	-1.4%	81.2%[activator]	45.2%[activator]	4.4%
> O=C(Nc1ccc(Cl)cc1)Nc1ccon1
  -17.1%	-28.1%	-7.1%	9.1%	29.4%	-6.8%
> Cc1cc(F)ccc1S(=O)(=O)N1CCCCC1CCNC(=O)C(=O)NCCN1CCOCC1 (configuration not stated)
  -0.2%	-5.9%	-1.1%	0.0%	?	nt
> CCC(C)COC(=O)c1ccc(C(=O)O)cc1 (configuration not stated)
  -0.7%	11.1%	-16.5%	?	1.3%	-17.1%
> CCN(C(=O)C(C)OC(=O)CCCNC(=O)c1ccc(Cl)cc1)c1ccccc1 (configuration not stated)
  1.5%	?	-2.5%	-5.7%	?	nt
> Cc1ccc(C(=O)CCS(=O)(=O)c2ccc(F)cc2)cc1
  0.316µM*	?	-12.1%	2.3%	0.3%	-12.0%

7 compounds from above, reduced to HCV inhibitor:
Structure | HCV inhibitor
COc1ccc(C(=O)N2CCN(CC(=O)N3CCOCC3)CC2)cc1 | -56.4%
O=C(NC(=S)NCCN1CCOCC1)c1ccccc1 | 1.9%
CC1N(C)c2cccc3cccc(c23)N1C | 10.9%
CCCCn1c(N)c(N(CCOC)C(=O)c2ccc(C)c(S(=O)(=O)N3CCCCC3)c2)c(=O)[nH]c1=O | ?
Cc1cc(NC(=O)Nc2cc(Cl)ccc2C)no1 | ?
O=C(Nc1ccc(Cl)cc1)Nc1ccon1 | -28.1%
Cc1cc(F)ccc1S(=O)(=O)N1CCCCC1CCNC(=O)C(=O)NCCN1CCOCC1 (configuration not stated) | -5.9%

The list goes on:
Fields – Sm TGR inh	HCV inhibitor	TbPYK inhibitor	Pf growth 96h	Pf growth 48h	LmPK inhibitor
> COc1cc(/C=C2/NC(=O)N(CC(=O)Nc3cccc(C)c3)C2=O)ccc1OCC(N)=O
  nt	10µM*	-14.3%	-15.8%	?	-0.4%
> O=[N+]([O-])c1cccc(Nc2c3ccccc3nc3ccccc23)c1
  -3.4%[57.1 µM]	?	-10.8%	0.0%	?	-10.4%
> O=C(N=C1SC2CS(=O)(=O)CC2N1Cc1ccccc1Cl)C1CCCO1 (configuration not stated)
  6.2%	12.4%	-14.8%	27.8%	5.5%	-0.3%
> O=C(Cn1ncc2c1-c1ccccc1OC2)N(Cc1ccco1)C1CCCCC1
  ?	-1.6%	-4.5%	?	nt	-1.2%
> C/C(=N\Nc1cccc(Cl)c1)C1(C)N(O)C(C)(C)C(c2ccco2)=[N+]1[O-] (configuration not stated)
  ?	-15.3%	7.8%	?	7.38µM*	6.9%
> COc1ccccc1OCC(=O)N1CCN(c2ccccc2OC)CC1
  -5.3%	1.5%	2.2%	nt	-16.8%	5.0%
> CSc1ccc(/C=C(\NC(=O)c2ccc(C)cc2)C(=O)Nc2cccc(C)c2)cc1
  -1.0%	0.6%	1.1%	-12.1%	11.4%	4.6%
> O=C(NCCN1CCCCC1)Nc1ccc(F)c(Cl)c1
  -17.6%	?	0.1%	nt	-17.1%	-0.8%
> Cc1cc(C)nc(NS(=O)(=O)c2ccc(NC(=O)C(C)Oc3ccccc3F)cc2)n1 (configuration not stated)
  5.5%	15.9%	-21.8%	26.2%	?	4.3%
> COC(=O)c1ccc(COc2ccc(C=O)cc2)o1
  4.0%	5.4%	-1.0%	-17.3%	12.6%	0.5%
> CC(=O)N1c2ccccc2NC2=C(C(=O)CCC2)C1c1ccc(F)cc1 (configuration not stated)
  -4.3%	13.4%	16.0%	?	-17.7%	5.8%
> Cc1nc(SCc2ccc(F)cc2)c2oc3ccccc3c2n1
  0.5%	9.4%	5.2%	-12.8%	-5.0%	0.1%
> CN(C(=O)CSc1nc2cc([N+](=O)[O-])ccc2n1-c1ccc(F)cc1)C1CCS(=O)(=O)C1 (configuration not stated)
  7.0%	?	?	?	?	2.0%
> COc1ccc(C)cc1-n1c(SCC(=O)NC2CC2)nc2ccccc2c1=O
  -0.5%	7.4%	0.6%	-30.1%	?	nt
> Cc1cc(C=C2C(=O)N(C)C(=S)N(C)C2=O)c(C)n1C1CCCC1
  -22.3%	-19.0%	-21.9%	?	nt	-3.6%
> Cc1nc2ncnn2c(C)c1Cc1ccccc1Cl
  5.5%	-5.3%	2.8%	42.9%[activator]	nt	3.5%
> Cc1cc2c(cc1C)NC(c1nc3ccccc3[nH]1)C1=C(CC(C)(C)CC1=O)N2 (configuration not stated)
  12.7%	10.8%	1.4%	-2.4%	4.7%	-0.1%
> CCCCN(C(=O)CNC(=O)c1ccco1)C(C(=O)NC1CCCCC1)c1cccnc1 (configuration not stated)
  1.6%	11.6%	-2.6%	42.2%[activator]	0.1%	11.7%
> CCOc1ccc(C(C)NC(=O)c2cc(=O)[nH]c3ccccc23)cc1OCC (configuration not stated)
  22.7%	4.2%	-0.7%	2.8%	-7.6%	0.7%
> CCC(=O)N1CCN(CCN=CC2=C(O)CC(c3cccs3)CC2=O)CC1 (configuration not stated)
  ?	9.9%	-7.4%	0.0%	-9.6%	-2.3%
> CC(C)(C)c1ccc(C(=O)NCCOc2ccccc2)cc1
  1.8%	-2.5%	-0.2%	9.28µM*	130.9%[activator]	2.6%
> C/C(CC(=O)Nc1cccc2c1CCCC2)=N\NC(=O)COc1ccccc1
  25.3%	30.8%[activator]	-4.4%	2.08µM*	11.7%	0.8%

2 entries from above, bar-delimited.
smiles | Sm TGR inh | HCV inhibitor | TbPYK inhibitor | Pf growth 96h | Pf growth 48h | LmPK inhibitor
COc1ccc(S(=O)(=O)Nc2c(C)cc(C)cc2C)c2cccnc12 | 2.5% | 14.3% | 0.7% | -19.0% | 22.5% | -5.8%
Cc1cc(C)n2nc(SC(C)C(=O)NCc3ccco3)nc2n1 (configuration not stated) | ? | 7.6% | -7.3% | ? | 8.0% | -5.2%
